KB-3-1 cytotox – qHTS assay for MDR1-selective chemotherapeutics: Primary screen using the parental adenocarcinoma cell KB-3-1 | KB-3-1 viability, CellTiter-Glo ATP luminescence, 72 h | 1.4% of 400,000 active | Potency, µM (highest dose often 46.1 µM), without a hit: top-dose activity change, negative = cytotoxic, hits mostly cytotoxic; further: potency means the concentration at half of the fitted maximal effect; on the % scale 0 is the no-effect control and ±100 the full control effect; nearly all actives have a fitted effect of over 60% in size
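Luminescent ATP read-out (CellTiter-Glo) measures survival of drug-naive KB-3-1 cells after 72 h compound exposure at 37 °C. Titration series was screened from lowest to highest concentration, with DMSO vehicle plates as background controls.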
IL1B secr inh – qHTS for Inhibitors of Inflammasome Signaling: IL-1-beta AlphaLISA Primary Screen; THP-1 LPS/ATP IL-1B secretion, AlphaLISA, 16 h; hits give low values; activity change, % at 57.5 µM; 4.7% of 360,000 active; in the data active means activity change below about -50%; inconclusive means mostly about -30% to -49%; further: on the % scale 0 is the no-effect control and ±100 the full control effect
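Secreted IL-1B measured by AlphaLISA bead assay after 16 h compound exposure of THP-1 cells; compounds (final up to 57.5 uM) added 1 h before LPS (250 ng/mL) and ATP (1.25 mM) stimulation; lower signal means less secretion.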
S2 tox – Viability Counterscreen for Primary qHTS for Inhibitors of ATXN expression; 0.49% of 400,000 active; S2 cells (HEK-293 line with an ATXN2-luciferase reporter) viability, CellTiter-Fluor protease fluorescence, 24 h; Potency, µM (top dose mostly 56.7 µM), usual class: cytotoxic; further: potency means the concentration at half of the fitted maximal effect; nearly all actives have a fitted effect of over 40% in size
HT1080 IDH1KD tx – qHTS for induction of synthetic lethality in tumor cells producing 2HG: qHTS for the HT-1080-IDH1KD cell line | AID 686971, 2013 | Potency, µM (top dose mostly 46.1 µM), without a hit: at the highest dose activity, negative = toxicity, most hits filed as cytotoxic | 2% of 360,000 active | HT-1080 IDH1 knockdown viability, ATP luminescence, 48 h;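 further: potency means the concentration at half of the fitted maximal effect; 0% = DMSO wells and -100% = cell-free medium wells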
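CellTiter-Glo luminescence after 48 h compound exposure at 37 degrees C of IDH1-knockdown HT-1080 cells in 5% FBS RPMI. %Activity scaled between DMSO wells and cell-free media wells, with curves fitted and assigned curve classes.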
HT1080-NT tox – qHTS for induction of synthetic lethality in tumor cells producing 2HG: qHTS for the HT-1080-NT fibrosarcoma cell line; AID 686970, 2013; 1.6% of 360,000 active; Potency, µM (titrated, usually from 46.1 µM), inactives show top-dose activity, negative = less viability, usual class: cytotoxic; HT-1080-NT fibrosarcoma viability, CellTiter-Glo ATP luminescence, 48 h;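 further: NT is the 2HG producing partner of a matched IDH1 knockdown line; potency means the concentration at half of the fitted maximal effect; 0% = DMSO-treated cells and -100% = media-only wells without cells; nearly all actives have a fitted effect of over 55% in size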
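Toxicity toward the 2HG-producing NT line was scored as %Activity, normalised to DMSO and no-cell wells, from CellTiter-Glo luminescence after 48 hours' treatment.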
KB-V1 cytotox – qHTS assay for MDR1-selective chemotherapeutics: Primary screen using the drug-selected MDR subline cells KB-V1; KB-V1 MDR cells viability, CellTiter-Glo, 72 h; Potency, µM (series often up to 46.1 µM), inactives show at the highest dose activity change, negative = cytotoxicity, hits mostly cytotoxic; 3.4% of 400,000 active; further: potency means the concentration at half of the fitted maximal effect; on the % scale 0 is the no-effect control and ±100 the full control effect; nearly all actives have a fitted effect of over 60% in size
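Cytotoxicity via CellTiter-Glo luminescence after 72 h compound exposure at 37 degrees C. Cells: drug-selected KB-V1 line, DMEM phenol-red free plus 10% FBS. Compounds tested at multiple concentrations; normalized data fitted to concentration-effect curves.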
ATXN2 expr inh – Primary qHTS for Inhibitors of ATXN expression | AID 1745845, 2022 | Potency, µM (titrated, usually from 57 µM), for the others: at the highest dose activity change, negative = inhibition, usual class: inhibitors | 0.72% of 360,000 active | HEK-293 ATXN2-luciferase reporter, luminescence, 24 h; further: potency means the concentration at half of the fitted maximal effect; on the % scale 0 is the no-effect control and ±100 the full control effect; nearly all actives have a fitted effect of over 55% in size
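qHTS (up to 57 uM final) was run with 24 h compound exposure of reporter cells at 37 °C. Each well was multiplexed: SteadyGlo luminescence measured ATXN2-luciferase expression after a fluorogenic Gly-Phe-AFC viability readout (25 uM final).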
MCF10A rereplic – A quantitative high throughput screen for small molecules that induce DNA re-replication in MCF 10a normal breast cells; MCF 10A DNA re-replication, Hoechst nuclear intensity, 48 h; AID 624296, 2012; 2.9% of 350,000 active; Potency, µM (titrated, usually from 46.1 µM), without a hit: at the highest dose activity, positive = re-replication, most hits filed as activators; further: potency means the concentration at half of the fitted maximal effect; % of control where 0% means no effect; nearly all actives have a fitted effect of over 50% in size
SW480 rerep – A quantitative high throughput screen for small molecules that induce DNA re-replication in SW480 colon adenocarcinoma cells. SW480 DNA re-replication, Hoechst DNA content imaging, 48 h. Potency, µM (titrated, usually from 46.1 µM), for the others: at the top dose re-replication activation, usual class: activators. 1.8% of 340,000 active; further: potency means the concentration at half of the fitted maximal effect; % of control where 0% means no effect; nearly all actives have a fitted effect of over 55% in size
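Cells (250 per well) received 23 nL compound or DMSO by pin tool and were kept 48 hr at 37 C, 5% CO2. Nuclei were then stained with Hoechst for 40 min and scanned for DNA content.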
Numbers without * were called inactive; i = inactive; u = inconclusive; x = not tested or not shown; & = joins results of further samples; [ ] = remark or other dose. Unless noted, the call rests on the fitted dose curve; in most records, active means well fitted curve in the direction sought with a large enough effect; inconclusive means small, poorly fitted or top-dose-only effect, or another doubt; inactive means no such curve, though single readings can be large; an effect the other way counts as inactive or inconclusive.

SMILES	KB-3-1 cytotox	IL1B secr inh	S2 tox	HT1080 IDH1KD tx	HT1080-NT tox	KB-V1 cytotox	ATXN2 expr inh	MCF10A rereplic	SW480 rerep
CCCCOC(=O)c1ccc(O)cc1	1%	10	i	-1%	0%	11%	28%&47%	4%	-43%[inhibitor][20.6 µM]
O=C(/C=C/c1ccccc1)NCCSc1ccc(Cl)cc1	-2%	-3	i	0%	7%	-4%	-13%	11%	-2%
O=[N+]([O-])c1ccc2c(c1)CO[C@@]21O[C@H](CCO)C[C@H](O)[C@H]1O	-1%	11	i	-6%	-11%	0%	-5%	x	x
COc1cc(NC(=O)Nc2nnc(N3CCCCC3)s2)cc(OC)c1	1%	x	i	x	x	8%	0%	x	x
O=c1ccc2cc(S(=O)(=O)NCc3ccc(Cl)cc3)ccc2[nH]1	2%	x	i	x	x	25%	-4%	x	x
COc1ccc(N2CCN(C(CNC(=O)C3CCCCC3)c3ccco3)CC2)cc1 (stereo unspecified)	-2%	-6	i	0%	-5%	-22%	-6%	1%	-158%[inhibitor]
CCOCCCN(C)C1CCN(C(=O)c2oc3ccccc3c2NC(=O)COc2ccc(F)cc2)CC1	-6%	-17	i	11%	5%	11%	-13%	u	u
Cc1ccc(NC(=O)CCCn2nc(C)c3c(C)n(-c4ccccc4)nc3c2=O)cc1C	-20%	-12	i	2%	0%	5%	7%	1%	-9%
CN1C(=O)C2(N=c3ccccc3=N2)c2ccccc21	-20%	8	i	u	u	u	15%	15%	-1%
O=C(Nc1ccc(N2CCCC2)cc1)c1cccc(Cl)c1Cl	u	-18	i	-15%	-15%	u	18%	0%	u
COc1ccccc1NC(=O)CSc1nnc(Cc2cccn2C)n1CCc1ccccc1	-10%	-23	i	-5%	12%[9.24 µM]	-16%	-11%	-1%	3%
Cn1cnc([N+](=O)[O-])c1S(=O)(=O)Oc1ccccc1	u	-94*	x	23µM*	u	u	u	7.3µM*	4.1µM*
COc1ccc(-c2csc3nc[nH]c(=O)c23)cc1	-3%	u	i	1%	24%	1%	7%	1%	-1%
NC(=O)CN(N=Nc1cccc([N+](=O)[O-])c1)c1cccc([N+](=O)[O-])c1	-1%	28	i	-16%	-5%	-6%	-35%	u	15%
COc1ccccc1NC(=O)c1ccc(NC(=O)c2ccco2)cc1	-14%	-75*	i	-2%	-6%	7%	-20%	11%	16%
O=C1Nc2ccccc2N(C(=O)c2ccc3ccccc3c2)C1c1nc2ccccc2[nH]1 (stereo unspecified)	u	-2	i	u	u	16µM*	-35%	x	x
COc1ccc(-c2noc(-c3ccc4c(c3)OCO4)n2)cc1	0%	2	u	21%	29%	6%	15%	-2%	-4%
CC(NC(=O)COC(=O)c1cc([N+](=O)[O-])ccc1N1CCOCC1)c1ccccc1 (stereo unspecified)	-3%	7	u	-1%	0%	u	-1%	8%	0%
CCN(CC)CCN(C(=O)c1ccco1)c1nc2c(C)cccc2s1	-13%	x	i	x	x	1%	-11%	x	x
OC1(C(F)(F)F)CC(O)(C(F)(F)F)n2nc(-c3ccccc3)cc2N1 (stereo unspecified)	-7%	20	u	4%	14%	12%	24%	u	-14%
CN(C)CCN(C(=O)c1ccc(S(=O)(=O)N(C)C)cc1)c1nc2cc3c(cc2s1)OCCO3	-2%	8	i	7%	3%	42%	x	1%	-64%
CCOC(=O)Nc1ccc(=O)n(Cc2c(Cl)cccc2Cl)c1	13%	29	x	3%	3%	u	x	2%	-27%
COc1ccc(CCC2(C)NC(=O)N(C(C)C(=O)N3c4ccccc4CC3C)C2=O)cc1 (stereo unspecified)	-4%	16	i	-9%	-5%	22%	9%	18%	-6%
O=S1(=O)CC(N2CCC(c3ccccc3)CC2)CN1Cc1ccc(F)cc1 (stereo unspecified)	-1%	2	i	-1%	-1%	-10%	-11%	x	x
COc1ccc(-n2c(CN3CCC(C)CC3)nc3ccc([N+](=O)[O-])cc3c2=O)c(OC)c1	-3%	17	i	-4%	-6%	0%	x	-1%	-2%
COc1ccc(-c2nn(-c3ccccc3)cc2C(=O)N2CCN(S(=O)(=O)c3cccc(F)c3)CC2)cc1	-13%	u	i	1%	-5%	-3%	-8%	4%	-399%[inhibitor]
Cc1[nH]c(=S)c(C#N)c(C)c1C(=O)Nc1ccccc1	-4%	22	i	-6%	-7%	-22%	-1%	6%	4%
Cc1ccc(CC(=O)OCCNC(=O)c2cccnc2)cc1	-10%	37	i	-16%	13%	-4%	0%	-2%	1%
CC(=O)Nc1nnc(SCC(=O)N2C(C)CCCC2C)s1 (stereo unspecified)	15%	-7	i	-5%	2%	-13%	-17%	-1%	-9%
CC(=O)N1CCN(C(=O)c2cc(-c3ccc(Cl)s3)nc3ccccc23)CC1	-2%	u	i	u	u	-12%	-10%	u	-623%[inhibitor]

Rewritten comma-delimited: entries from further up.
SMILES,KB-3-1 cytotox,IL1B secr inh,S2 tox,HT1080 IDH1KD tx,HT1080-NT tox,KB-V1 cytotox,ATXN2 expr inh,MCF10A rereplic,SW480 rerep
COc1ccc(-c2nn(-c3ccccc3)cc2C(=O)N2CCN(S(=O)(=O)c3cccc(F)c3)CC2)cc1,-13%,u,i,1%,-5%,-3%,-8%,4%,-399%[inhibitor]
Cc1[nH]c(=S)c(C#N)c(C)c1C(=O)Nc1ccccc1,-4%,22,i,-6%,-7%,-22%,-1%,6%,4%
Cc1ccc(CC(=O)OCCNC(=O)c2cccnc2)cc1,-10%,37,i,-16%,13%,-4%,0%,-2%,1%
CC(=O)Nc1nnc(SCC(=O)N2C(C)CCCC2C)s1 (stereo unspecified),15%,-7,i,-5%,2%,-13%,-17%,-1%,-9%

Next section:
SMILES	KB-3-1 cytotox	IL1B secr inh	S2 tox	HT1080 IDH1KD tx	HT1080-NT tox	KB-V1 cytotox	ATXN2 expr inh	MCF10A rereplic	SW480 rerep
O=C(Nc1ccc2c(c1)OCCO2)C1CCN(C(=O)c2ccc(Cl)cc2)CC1	-3%	-14	i	-6%	-8%	u	30%	-2%	16%
CCC(C(=O)OCn1nnc2ccccc2c1=O)c1ccccc1 (stereo unspecified)	-1%	22	i	6%	8%	-11%	4%	5%	-5%
COC(=O)c1cc(NS(=O)(=O)c2ccc(C(C)C)cc2)ccc1N1CCOCC1	-9%	-5	i	-19%	-19%	-5%	9%	u	3%
CNC(=S)Nc1ccc(C(N)=O)cc1	14%	40	i	19%	u	u	13%	-3%	0%
O=C(c1ccccc1Oc1ccc(C(F)(F)F)cc1[N+](=O)[O-])N1CCOCC1	0%	9	i	3%	3%	-11%	17%	8%	-1%
Brc1ccc(-c2csc(/N=C/N3CCCC3)n2)cc1	-1%	-90*	i	-8%	-16%	-4%	0%	u	u
O=C(O)C1CCCN1C1=NS(=O)(=O)c2ccccc21 (stereo unspecified)	-1%	18	i	4%	3%	9%	3%	0%	-1%
CC(C)(C)NC(=O)Cn1c(SCC(=O)NC2CC2)nc2ccccc21	11%	-16	x	18%	15%	-10%	19%	0%	-1%
Cn1nc(C(=O)OCC(=O)Nc2ccccc2[N+](=O)[O-])c2ccccc2c1=O	6%	0	i	4%	-5%	29%	-5%	-6%	24%
COC(=O)Cc1[nH]n(-c2ccccc2)c(=O)c1C=Nc1ccc(C)cc1	4%	36	i	-9%	-1%	14%	18%	6%	-5%
COc1c(-c2ccc(O)cc2)oc2cc(O)cc(O)c2c1=O	-1%	58	i	-2%	0%	20%	0%	6%	9%
CCCCNC(=O)C1c2cc(OC)c(OC)cc2C(=O)N(C)C1c1cccs1 (stereo unspecified)	10%	-1	i	12%	0%	3%	0%	-23%	u
O=C(CN1C(=O)NC2(CCc3ccccc32)C1=O)NCc1ccc(Cl)cc1 (stereo unspecified)	5%	0	i	-8%	-5%	13%	-5%	12%	-21%
Cc1cc(S(=O)(=O)NCC2CCCO2)c(C)cc1Br (stereo unspecified)	4%	8	i	0%	2%	28%	-18%	-1%	5%
CCCCCCn1c(=O)n2n(c1=O)C[C@]1(OC(=O)NCc3ccc(OC)c(OC)c3)CN(S(=O)(=O)c3ccc(C)cc3)C[C@]1(O)C2	-7%	-3	u	-15%	-14%	u	u	x	x
CN(C)C(CNC(=O)CSc1nnc(-c2ccco2)o1)c1ccccc1 (stereo unspecified)	7%	23	i	0%	-5%	-6%	-2%	-2%	-10%
COc1cccc(/C=N/Nc2cc(C)nc(-c3ccccc3O)n2)c1O	u	-99*	i	6.5µM*	8.2µM*	u	u	4%	u
CCN(CCCNC(=O)Cn1ncc2c([nH]c3ccc(C)cc32)c1=O)Cc1ccccc1	-17%&-1%	-27	u	10%	0%	-5%&3%	-4%&-6%	-1%	3%
N/C(=N\OC(=O)Cc1ccccc1[N+](=O)[O-])c1ccc(Br)cc1	-13%	-11	i	12%	-1%	-7%	x	u	-1%
COC(C(=O)Nc1ccc(S(=O)(=O)N2CCCCC2)cc1)c1ccccc1 (stereo unspecified)	-2%	-11	i	-7%	-16%	-4%	-19%	-6%	-1%
O=C(CCC(=O)OCC(F)(F)C(F)F)Nc1ccc(Cl)cc1	9%	13	i	0%	-1%	-2%	-11%	-3%	-1%
CCc1nc2ccc(C(=O)NCCCn3ccnc3)cn2c1N(C)CCC(C)C	0%	-3	i	-9%	-19%	1%	-12%	x	x
COc1ccc(NC(=O)CSc2nc(O)cc(=O)[nH]2)c(OC)c1	-6%	-9	i	1%	-1%	0%	3%	-1%	-21%
COc1ccccc1C(=O)Nc1ccc(S(=O)(=O)NC2=NCCCCC2)cc1	0%	-2	i	-7%	7%	-22%	-8%	-16%	-7%
COC(=O)c1cc(CNC(=O)c2ccc(O)c(Cl)c2)ccc1OC	9%	44	u	2%	-5%	18%	u	11%	-7%
